# High-throughput results: PubChem BioAssay, several laboratories
# A549 NSCLC growth: A549 NSCLC cell proliferation inhibitors – ATP luminescence, human non-small cell lung line, primary screen (AID 371); A549 growth inhibition, ATP luminescence; stronger effect = higher value; growth inhibition, % at 10 µM; 3,300 tested, 8.4% active;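 active = mean growth inhibition over the two runs of 50% or more; inactive = mean growth inhibition under 50%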;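 also: compound exposure lasted 72 h before the ATP read; 0% = untreated cell signal and 100% = no luminescence left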
# HT29 cell growth-1: HT29 colon tumor cell growth inhibition, primary screen, imaging, high content imaging, 48 h, CellTiter-Glo (AID 771). 3,300 tested, 2% active. HT29 cell growth, HCS imaging cell count, 48 h; stronger effect = higher value. growth inhibition, % at 10 µM;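 active = growth inhibition above 90%, meaning viable cell count by imaging cut by more than 90% versus vehicle controls; inactive = growth inhibition below 90%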;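 also: percent fewer viable cells counted by imaging than vehicle controls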
# HT29 cell growth-2: HT29 colon tumor cell growth inhibition, primary screen, imaging, high content imaging, 24 h, CellTiter-Glo (AID 770). HT29 cell number by imaging, 24 h; stronger effect = higher value. 3,300 tested, under 10 active. growth inhibition, % at 10 µM;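 active = growth inhibition above 90% in viable cell count at a single dose; inactive = growth inhibition below 90%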
# AID772: HT29 colon tumor cell growth inhibition, primary screen, imaging, high content imaging, 72 h, CellTiter-Glo (AID 772) | HT29 cell growth, HCS imaging cell count, 72 h; stronger effect = higher value | growth inhibition, % at 10 µM | 3,300 tested, 0.6% active;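 active = growth inhibition above 90%, meaning viable cell count cut by more than 90% versus vehicle controls; inactive = growth inhibition below 90%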
# AID364: Jurkat cell viability reduction – Jurkat E6.1, NIH starter set, primary screen (AID 364); Jurkat E6.1 viability, ATP luminescence, 48 h; higher % means a stronger effect; inhibition, % at 4 µM; hits with a dose series show CC50 in µM; 3,300 tested, 2% active;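 active = concentration giving half-maximal inhibition at or below 20 micromolar; inactive = half-maximal concentration above 20 micromolar, or not dose tested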;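 also: 100% = cells treated with 4 µM doxorubicin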
# HT29 cell growth-2 condensed nuclei: recorded beside HT29 cell growth-2, whose call it bears; condensed nuclei, %; measured here: percent cells with condensed nuclei;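 share of cells whose nuclear area falls below control median minus 1.5 SD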
# HT29 cell growth-2 ATP viability: recorded beside HT29 cell growth-2, whose call it bears; growth inhibition, %; measured here: ATP CellTiter-Glo viability
# HT29 cell growth-1 condensed nuclei: second read-out of HT29 cell growth-1, no call of its own (marks repeat the call); condensed nuclei, %; measured here: percent cells with condensed nuclei;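 condensed means Hoechst nuclear area under control median minus 1.5 SD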
# HT29 cell growth-1 ATP viability: recorded beside HT29 cell growth-1, whose call it bears; growth inhibition, %; measured here: ATP CellTiter-Glo viability inhibition
# AID772 condensed nuclei: also measured in AID772; calls as there; condensed nuclei, %; measured here: percent cells with condensed nuclei;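 condensed means nuclear area below control median minus 1.5 SD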
# AID772 second: second read-out of AID772, no call of its own (marks repeat the call); growth inhibition, %; measured here: ATP CellTiter-Glo viability
# The depositor's hits bear a star; i = inactive; . = no result given; & = joins results of further samples. The list is partial (hit frequency here may not be typical).
(1) CC(C)(C)OC(=O)N1CC=C2C(C#N)=C(N)C(C#N)(C#N)[C@H](c3cccnc3)[C@H]2C1
(2) COc1ccc2c(c1)[nH]c1c(=O)n(CCN(C)C)cnc12
(3) CCc1nnc(NC(=O)CSc2nc(C)c3c(c2C#N)CCCC3)s1
(4) CC(C)COc1ccc(C(=O)NC(CC(C)C)C(=O)O)cc1 (configuration not stated)
(5) CCCCn1c(=O)n(C)c(=O)c2c3c(sc21)COC(C)(C)C3
(6) CCCc1[nH]n(-c2nc3ccccc3s2)c(=O)c1C=NCCN1CCOCC1

entry no.	1	2	3	4	5	6
A549 NSCLC growth	9	4	48	-8	31	3
HT29 cell growth-1	29	16	30	0	-32	32
HT29 cell growth-1 condensed nuclei	2.7	15	3.8	3.2	1.8	3.2
HT29 cell growth-1 ATP viability	0	-10	19	3	14	13
HT29 cell growth-2	-1	4	33	-9	-42	13
HT29 cell growth-2 condensed nuclei	1.0	5.9	2.7	3.3	2.8	5.3
HT29 cell growth-2 ATP viability	-5	-3	5	-7	-5	-10
AID772	7	-71	-75	43	24	25
AID772 condensed nuclei	6	10	2	4	11	3
AID772 second	-16	-51	-28	8	26	25
AID364	-6%	-6%	20%	-6%	12%	9%

(7) CCOC(=O)C(C)Oc1nc(Oc2ccccc2)nc(N(C)C)n1 (configuration not stated)
(8) C=CCn1c(N)c(C(=O)Nc2ccccc2)c2nc3ccccc3nc21
(9) COc1ccc(CC(=O)n2c(CC#N)nc3ccccc32)cc1OC
(10) Cc1cc(=O)oc2c(CN3CCCCC3)c(O)c(Cl)cc12
(11) CCCCNC(=O)N1CCOCCOCCN(C(=O)NCCCC)CCOCCOCC1
(12) CN1CCN(C2=Nc3ccccc3Oc3ccc(Cl)cc32)CC1

entry no.	7	8	9	10	11	12
A549 NSCLC growth	6	32	-11	-1	2	18
HT29 cell growth-1	43	91*	19	-8	-8	40
HT29 cell growth-1 condensed nuclei	2.4	18*	5.2	2.4	1.0	4.0
HT29 cell growth-1 ATP viability	4	91*	-4	-16	-24	.
HT29 cell growth-2	17	44	34	-20	-35	20
HT29 cell growth-2 condensed nuclei	4.2	6.8	5.0	3.9	3.0	3.9
HT29 cell growth-2 ATP viability	-4	23	-1	2	-5	9
AID772	-38	37	-19	31	18	41
AID772 condensed nuclei	5	23	2	3	2	5
AID772 second	-23	97	-24	-18	-32	51
AID364	1%	-7%	12%	7%	-3%	3%

(13) Cc1cc(OCCN2CCCCC2)nc2ccccc12
(14) Cc1cc(=O)n(CCC(=O)O)c2ccccc12
(15) Cc1cc(=O)n2[nH]cnc2n1
(16) COC(=O)CSc1nc(N)c2c3c(sc2n1)CCCC3
(17) COc1ccccc1C1/C(=C(/O)c2cnn(-c3ccccc3)c2C)C(=O)C(=O)N1CCN(C)C (configuration not stated)
(18) Cc1nc(NCc2ccccc2)c(C(N)=O)c2c1COC(C)(C)C2

entry no.	13	14	15	16	17	18
A549 NSCLC growth	0	0	4	3	-12	7
HT29 cell growth-1	39	15	36	14	12	-8
HT29 cell growth-1 condensed nuclei	3.5	9.0	2.7	2.8	1.9	1.2
HT29 cell growth-1 ATP viability	28	-12	13	8	-11	-19
HT29 cell growth-2	20	-22	28	-12	-19	-8
HT29 cell growth-2 condensed nuclei	4.9	2.4	4.7	4.4	0.5	0.7
HT29 cell growth-2 ATP viability	17	9	-17	3	-12	-8
AID772	71	30	7	-39	41	-30
AID772 condensed nuclei	15	1	4	3	2	4
AID772 second	38	13	8	-24	-14	11
AID364	1%	-8%	10%	3%	-3%	3%

(19) CCOC(=O)CC(C#N)c1cn(C)c2ccccc12 (configuration not stated)
(20) COc1ccccc1C1/C(=C(/O)c2ccc(C)cc2)C(=O)C(=O)N1Cc1ccco1 (configuration not stated)
(21) CCCCCC(=O)N1CC2(CC)CN(C(=O)CCCCC)CC(CC)(C1)C2=O
(22) CCN1CCN(C(=O)N[C@@H](C(=O)N[C@@H]2C(=O)N3[C@@H]2SC(C)(C)[C@@H]3C(=O)O)c2ccccc2)C(=O)C1=O
(23) Cc1cc2ccccc2cc(C)c1=O
(24) CCCc1[nH]nc2c1C(c1c(C)nn(-c3ccccc3)c1Cl)C(C#N)=C(N)O2 (configuration not stated)

entry no.	19	20	21	22	23	24
A549 NSCLC growth	4	9	14	0	9	24
HT29 cell growth-1	27	11	9	-21	23	51
HT29 cell growth-1 condensed nuclei	15	3.1	3.8	2.1	2.7	4.3
HT29 cell growth-1 ATP viability	13	-4	-7	.	2	26
HT29 cell growth-2	27	14	22	26	-12	19
HT29 cell growth-2 condensed nuclei	3.1	2.1	2.3	5.6	2.9	2.9
HT29 cell growth-2 ATP viability	-17	-8	0	-19	2	1
AID772	25	19	8	17	4	72
AID772 condensed nuclei	3	6	4	4	1	3
AID772 second	-17	-11	-3	-2	-15	46
AID364	-11%	2%	8%	10%	-5%	-2%

(25) COc1cc(NS(=O)(=O)c2ccc(N)cc2)ncn1
(26) CCCCC(CCC(=O)Nc1ccc(C(=O)OC)cc1)C(=O)O (configuration not stated)
(27) COC(=O)c1cc(Br)c(=O)n(CCc2ccc(F)cc2)c1
(28) Nc1nnc(Cc2ccc(Cl)c(Cl)c2)s1
(29) COc1ccc(-n2c(SCC(N)=O)nc3sc4c(c3c2=O)CCN(C)C4)cc1
(30) CN1Cc2c(N3CCOCC3)nc(SCc3ccccc3)c(C#N)c2CC1(C)C

entry no.	25	26	27	28	29	30
A549 NSCLC growth	-3&-4	3	9	18	8	46
HT29 cell growth-1	-3&-26	-30	43	-11	-21	63
HT29 cell growth-1 condensed nuclei	1.1&2.6	2.1	1.1	4.0	0.5	6.1
HT29 cell growth-1 ATP viability	-3	-8	17	-38	-13	63
HT29 cell growth-2	2&-36	-24	32	-4	-3	38
HT29 cell growth-2 condensed nuclei	1.9&5.0	1.6	4.0	2.7	1.8	6.5
HT29 cell growth-2 ATP viability	0&-19	-10	1	-12	-5	20
AID772	63&-68	38	53	59	-48	21
AID772 condensed nuclei	3&2	1	19	3	4	5
AID772 second	-19&-16	-7	31	10	-32	11
AID364	6%&-8%	8%	0%	9%	-8%	9%

(31) Oc1ccccc1-c1nc(NCc2ccco2)c2ccccc2n1
(32) Cc1nc2c(o1)CCc1ccccc1C2N1CCN(C)CC1 (configuration not stated)
(33) CCN(CCCc1ccccc1)CCCc1ccccc1
(34) CCCc1[nH]nc2c1C(c1cccc(OC)c1)C(C#N)=C(N)O2 (configuration not stated)
(35) Cc1nn(-c2ccccc2)c2c1C(c1ccc(F)cc1F)C(C#N)=C(N)O2 (configuration not stated)
(36) O/N=C/c1ccc(OCC(O)COc2ccc(/C=N/O)cc2)cc1

entry no.	31	32	33	34	35	36
A549 NSCLC growth	32	7	29	5	17	-5
HT29 cell growth-1	49	-5	-31	55	-15	-21
HT29 cell growth-1 condensed nuclei	32	3.7	2.6	17	2.4	2.8
HT29 cell growth-1 ATP viability	54	-16	.	10	-7	-15
HT29 cell growth-2	33	-25	8	43	6	20
HT29 cell growth-2 condensed nuclei	9.1	2.4	2.8	4.0	4.3	1.3
HT29 cell growth-2 ATP viability	23	-4	-2	8	3	-4
AID772	1	-24	60	-41	-11	20
AID772 condensed nuclei	17	4	2	9	3	2
AID772 second	88	-22	15	1	-36	28
AID364	-6%	12%	8%	4%	-5%	-4%

(37) CC(=O)/C(C#N)=C1\NC(=O)C(Cc2ccccc2Cl)S1 (configuration not stated)
(38) Cn1c(CSc2ncn[nH]2)nc2ccccc21
(39) COc1cccc(-c2nn3c(-c4ccco4)nnc3s2)c1
(40) CCCC1O[C@@H]2C[C@H]3[C@@H]4CCC5=CC(=O)C=C[C@]5(C)[C@H]4[C@@H](O)C[C@]3(C)[C@]2(C(=O)CO)O1 (some centres not stated)
(41) CC1(C)CC(=O)C2=C(C1)N(Cc1ccco1)C(=O)C2(O)C(F)(F)F (configuration not stated)
(42) C=CCNc1nnc(SC2CC(=O)N(c3ccc(OC)cc3)C2=O)s1 (configuration not stated)

entry no.	37	38	39	40	41	42
A549 NSCLC growth	62*	-3	18	37	1	-5
HT29 cell growth-1	82	-24	20	-43	32	-22
HT29 cell growth-1 condensed nuclei	2.2	4.0	3.6	11	1.2	2.9
HT29 cell growth-1 ATP viability	39	-7	-16	.	-21	-20
HT29 cell growth-2	38	-14	-4	25	11	-11
HT29 cell growth-2 condensed nuclei	2.9	4.7	7.8	4.0	2.4	3.0
HT29 cell growth-2 ATP viability	5	-6	6	9	-21	-3
AID772	81	28	-75	-19	-12	-126
AID772 condensed nuclei	11	6	6	1	2	4
AID772 second	49	-19	-33	-8	-17	-62
AID364	i	3%	-8%	6%	-2%	4%

(43) COc1ccc(C2/C(=C(/O)c3ccccc3)C(=O)C(=O)N2c2ncccn2)cc1OC (configuration not stated)
(44) COc1cccc2c(=O)c(SC(F)(F)C(F)C(F)(F)F)c(C)[nH]c12 (configuration not stated)
(45) Cc1ccc(C2C(C(=O)c3cc4ccccc4o3)=C(O)C(=O)N2CCN(C)C)o1 (configuration not stated)
(46) COc1ccc(OC)c(C2C(C(=O)c3ccco3)=C(O)C(=O)N2CCCN2CCOCC2)c1 (configuration not stated)
(47) Cc1oc2cc(O)cc(C)c2c(=O)c1-c1cnn(-c2ccccc2)c1
(48) Cc1nc2c(c(=O)n1CC1CCCO1)c1nc3ccccc3nc1n2CC(C)C (configuration not stated)
(49) Cc1nnc(SCC2=C(C(=O)O)N3C(=O)[C@@H](NC(=O)Cn4cnnn4)[C@H]3SC2)s1
(50) Cc1ccc(NC(=O)CSC2=C(C#N)C(c3ccco3)C3=C(CCCC3=O)N2)cc1 (configuration not stated)
(51) CC1(C)Cc2c(C#N)c(N3CCN(C(=O)c4ccco4)CC3)nc(-c3ccco3)c2CS1

entry no.	43	44	45	46	47	48	49	50	51
A549 NSCLC growth	-2	47	-5	4	59*	0	5	32	50*
HT29 cell growth-1	29	92*	6	19	3	46	-3	19	31
HT29 cell growth-1 condensed nuclei	2.2	11*	0.9	1.3	2.0	1.9	2.5	2.4	7.3
HT29 cell growth-1 ATP viability	-6	64*	-4	-18	-10	14	.	-18	18
HT29 cell growth-2	1	69	-18	21	10	48	-43	-19	30
HT29 cell growth-2 condensed nuclei	3.3	9.7	2.4	3.5	4.4	7.7	4.0	2.5	3.3
HT29 cell growth-2 ATP viability	-5	13	-1	-11	-4	4	-17	-19	3
AID772	9	94*	-38	5	29	53	-4	47	58
AID772 condensed nuclei	8	37*	6	3	3	5	3	14	18
AID772 second	-24	65*	-21	-37	-16	27	-9	-17	19
AID364	-4%	5.1µM*	-7%	-1%	-6%	11%	-9%	7%	-2%
